# Screening data deposited in PubChem by The Scripps Research Institute Molecular Screening Center.
# LYPLA1 inh: blocks human lysophospholipase 1, a PME1 counter-screen; 320,000 compounds, 0.16% hits; AID 2174; O75608; recombinant LYPLA1, FP-Rh probe fluorescence polarization; inhibition, % at 5.9 µM;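 active = inhibition above the mean of all tested compounds plus 3 SD, set per campaign, cut at about 14% in these data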;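 note: inhibitors block serine hydrolase probe labeling of LYPLA1 so polarization falls; 0% = enzyme with DMSO and 100% = wells lacking LYPLA1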
# PAFAH2 FP inh: PAFAH2 (human) inhibition; inhibition, % at 3.39 µM; Q99487; recombinant PAFAH2, FP-rhodamine activity probe, fluorescence polarization; 340,000 compounds, 0.99% hits; AID 492956;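 active = inhibition above the mean over all tested compounds plus 3 SD, cut at about 30% in these data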;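 note: inhibitors block probe labeling of enzyme so polarization drops; 0% = enzyme with DMSO and 100% = wells lacking PAFAH2 protein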
# GSTO1 counter: counter-screen for RBBP9 inhibitors: inhibitors of human GSTO1; P78417; recombinant GSTO1, activity-based probe fluorescence polarization; inhibition, % at 5.96 µM; 300,000 compounds, 1.1% hits;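 active = inhibition above the campaign mean inhibition plus 3 SD, cut at about 35% in these data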;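 note: 0% = GSTO1-1 with DMSO and 100% = wells lacking GSTO1-1 enzyme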
# Target sequence (P78417 whole entry, looked up): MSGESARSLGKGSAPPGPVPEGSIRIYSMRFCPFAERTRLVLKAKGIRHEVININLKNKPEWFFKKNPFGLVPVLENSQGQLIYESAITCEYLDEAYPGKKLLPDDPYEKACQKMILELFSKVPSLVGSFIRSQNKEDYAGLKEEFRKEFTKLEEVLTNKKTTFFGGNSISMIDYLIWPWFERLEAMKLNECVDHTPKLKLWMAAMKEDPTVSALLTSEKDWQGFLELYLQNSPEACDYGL
# pPAFAH FP inh: pPAFAH (human) enzyme inhibition. Q13093. recombinant pPAFAH, FP-rhodamine probe fluorescence polarization. inhibition, % at 3.39 µM. 330,000 compounds, 1.5% hits;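 active = inhibition above the mean inhibition across the screen plus 3 SD, cut at about 25% in these data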;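 note: inhibitors block binding of the rhodamine activity-based probe so polarization drops; 0% = enzyme with DMSO and 100% = wells lacking pPAFAH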
# PME-1 inh: blocks human protein phosphatase methylesterase 1 | Q9Y570 | 320,000 compounds, 0.53% hits | recombinant PME-1, FP-Rh probe fluorescence polarization | inhibition, % at 5.9 µM;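 active = inhibition above the campaign mean of all compounds plus 3 SD, cut at about 26% in these data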;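 note: competitive labeling of PME-1 active site by serine hydrolase directed probe; 0% = PME-1 with DMSO and 100% = wells lacking PME-1 enzyme; inhibitors block probe labeling so polarization falls and inhibition rises; many of its hits are not listed in these tables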
# PAD4 FP inh: inhibitors of human PAD4 | 330,000 compounds, 0.41% hits | Q9UM07 | inhibition, % at 6.36 µM | recombinant PAD4, RCA probe fluorescence polarization;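 active = percent inhibition above a cutoff equal to the mean of all tested compounds plus 3 SD, cut at about 15% in these data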;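 note: 0% = PAD4 with RCA probe and DMSO and 100% = probe without PAD4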
# PAFAH1B2 FP inh: inhibitors of human PAFAH1B2 | inhibition, % at 3.39 µM | recombinant PAFAH1B2, FP-rhodamine activity probe, fluorescence polarization | 340,000 compounds, 1.2% hits | P68402;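 active = inhibition above the mean of all tested compounds plus 3 SD, cut at about 24% in these data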;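 note: 0% = enzyme with DMSO and 100% = wells lacking PAFAH1B2; many of its hits are not listed in these tables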
# Target sequence (P68402 whole entry, looked up): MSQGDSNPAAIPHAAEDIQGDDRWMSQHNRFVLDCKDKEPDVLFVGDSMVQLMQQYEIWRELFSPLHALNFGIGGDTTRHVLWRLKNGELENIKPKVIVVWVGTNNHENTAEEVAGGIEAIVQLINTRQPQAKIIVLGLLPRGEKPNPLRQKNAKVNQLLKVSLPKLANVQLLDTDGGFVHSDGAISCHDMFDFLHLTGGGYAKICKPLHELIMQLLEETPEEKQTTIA
# PAFAH1B3 FP inh: inhibitors of human PAFAH1B3; Q15102; recombinant PAFAH1B3, FP-rhodamine probe, fluorescence polarization; inhibition, % at 3.39 µM; 340,000 compounds, 0.28% hits; AID 492972;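 active = inhibition above the screen-wide average of all tested compounds plus 3 SD, cut at about 25% in these data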;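 note: 0% = enzyme with DMSO only and 100% = wells lacking PAFAH1B3 protein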
# Target sequence (Q15102 whole entry, looked up): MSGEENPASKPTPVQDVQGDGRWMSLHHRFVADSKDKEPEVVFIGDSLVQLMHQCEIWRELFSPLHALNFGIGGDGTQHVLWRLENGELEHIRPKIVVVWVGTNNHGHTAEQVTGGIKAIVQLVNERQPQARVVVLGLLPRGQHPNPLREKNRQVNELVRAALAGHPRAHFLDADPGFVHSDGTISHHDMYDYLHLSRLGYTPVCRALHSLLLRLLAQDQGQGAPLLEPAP
# LYPLA2 counter: counter-screen for PME1 inhibitors: inhibitors of human LYPLA2; recombinant LYPLA2, FP-Rh probe fluorescence polarization; inhibition, % at 5.9 µM; 320,000 compounds, 0.38% hits; AID 2177;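 active = inhibition above the screen-wide mean plus 3 SD, limit set per campaign, cut at about 26% in these data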;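 note: 0% = LYPLA2 with DMSO and 100% = wells lacking LYPLA2 enzyme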
# Target sequence (O95372 whole entry, looked up): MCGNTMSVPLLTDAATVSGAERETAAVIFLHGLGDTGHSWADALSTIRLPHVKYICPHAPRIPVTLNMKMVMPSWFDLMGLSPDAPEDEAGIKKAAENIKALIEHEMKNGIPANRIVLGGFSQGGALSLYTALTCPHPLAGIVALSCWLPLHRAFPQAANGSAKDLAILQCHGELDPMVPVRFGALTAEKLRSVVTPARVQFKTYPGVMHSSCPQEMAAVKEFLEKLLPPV
# Numbers without * were called inactive; x = no result given. The list is partial (hit frequency here may not be typical).
SMILES,LYPLA1 inh,PAFAH2 FP inh,GSTO1 counter,pPAFAH FP inh,PME-1 inh,PAD4 FP inh,PAFAH1B2 FP inh,PAFAH1B3 FP inh,LYPLA2 counter
Cc1cccc(C)c1OCCCn1ccnc1,-2,-1,4,-8,-6,-4,0,9,-3
CCOC(=O)c1sc2nc(CSc3ccccc3)nc(N3CCCN(C)CC3)c2c1C,-3,5,-8,4,0,1,4,2,-8
CCOC(=O)C1=C(N)Oc2cc(C)n(CCc3ccc(OC)c(OC)c3)c(=O)c2C1c1cccnc1 (stereo not given),-4,-8,3,0,5,3,-2,5,-1
CCN(CC)CCN1c2ccccc2Sc2ccccc21,-1,1,3,5,10,-7,4,3,1
CN1CCN(C(=O)c2ccc(N(Cc3ccccc3Cl)S(C)(=O)=O)cc2)CC1,-2,6,-2,4,0,-1,3,2,1
COc1cc(C(=O)NCC(c2cccnc2)N2CCN(c3ccccc3)CC2)cc(OC)c1OC (stereo not given),-5,-2,1,-6,-7,-3,-4,-1,-1
N#C/C(=C\c1cccs1)C(=O)c1ccccc1,-8,5,-8,-4,-6,-18,5,13,-15
CCc1cc(Cn2nc(-c3ccccc3C)cc2C(=O)O)on1,-1,-3,x,1,-2,4,5,8,1
CCc1cc(=O)oc2c(C)c(OCC(=O)N3CCC(C(=O)O)CC3)ccc12,-1,-5,1,-3,-3,-1,-6,1,0
COc1ccc(C(=O)Nc2nnc(SCC(=O)NC3CC3)s2)cc1,0,8,16,5,-8,0,0,10,2
COc1cccc2cc(C(=O)OCc3ccccc3)c(=O)oc12,-2,7,-2,-4,3,-3,3,7,-4
Cc1cc(=O)oc2cc(Nc3ccccc3)ccc12,2,-2,3,10,5,0,1,10,-6
Cc1c(C(=O)N2CCN(C(=O)c3ccco3)CC2)oc2c(Cl)cccc12,0,3,-1,2,4,-6,0,-3,1
COc1ccc(COC(=O)CN2C(=O)NC3(CCCC3)C2=O)cc1F,-1,-6,-9,0,-4,-2,3,4,0
CC(/C=C/c1ccccc1)=N\NC(=O)c1cc(C)nc2ccccc12,1,2,-3,-2,1,-6,5,6,-2
Cc1ccc(OCC(=O)n2nc(C)cc2C)c(C)c1,1,-10,-3,1,6,2,2,7,3
CN1CCCCc2c1[nH]c1ccccc1c2=O,3,4,8,1,-1,2,2,-2,5
COc1ccc(S(=O)(=O)N=Nc2c(O)[nH]c3ccccc23)cc1,-3,-1,0,2,5,-6,-1,5,0
CCOCC(=O)Nc1nnc(Cc2ccc(OC)c(OC)c2)s1,-2,2,24,-4,-9,1,5,1,7
CC(C)CNC(=O)COC(=O)CNC(=O)c1cc(Cl)cc([N+](=O)[O-])c1,-2,-5,4,3,2,-3,4,5,0
Cc1ccc(OS(=O)(=O)c2ccc(-c3csc(C)n3)s2)c(C)c1,-7,-11,-3,7,-12,-2,-2,-1,-6
CN(Cc1nc2ccccc2c(=O)[nH]1)Cc1nc2ccsc2c(=O)[nH]1,1,12,-7,-1,2,2,4,7,7
CN1CCN(c2ccc(NC(=O)COc3ccc(Cl)cc3Cl)cc2)CC1,-1,2,4,6,9,-2,3,1,5
Cn1c(NN)nc2sc3c(c2c1=O)CC(C)(C)OC3,-6,13,-4,7,19,-2,1,5,-3
COc1cccc(-c2cc(C(=O)Nc3c(C)nn(Cc4ccccc4)c3C)no2)c1,8,-1,-2,-1,2,-3,3,1,56*
NC(=S)N/N=C/c1ccc(-c2ccccc2)o1,-3,-1,1,12,5,-3,-1,-4,-4
O=C(Nc1ccccc1Cl)N1CCN(c2ncccn2)CC1,4,6,7,3,0,1,-1,14,9
CCc1ccc(NC(=O)CC2C(=O)NCCN2C(=S)Nc2ccccc2)cc1 (stereo not given),-6,7,0,4,-4,-1,1,-1,-5
CC(=O)Nc1ccc(OCC(=O)NC(C)c2ccc(F)cc2)cc1 (stereo not given),-3,-1,-1,2,1,0,6,8,0
Cc1c(C#N)c(NC(=O)CCl)n(Cc2ccc(F)cc2)c1C,2,-4,81*,1,5,1,8,11,-3
Cc1cccc(N(CC(=O)N2CCc3ccccc3C2)S(C)(=O)=O)c1C,4,5,10,-7,0,-3,2,8,2
CSc1ncccc1C(=O)OCC(=O)N(C)c1c(N)n(Cc2ccccc2)c(=O)[nH]c1=O,-4,3,-5,2,3,2,5,6,-1
O=C(Nc1ccc2oc(-c3ccccc3)nc2c1)c1cc(-n2cnnc2)ccc1Cl,-1,0,-2,-2,1,-4,3,1,1
Cn1nc(C(C)(C)C)c([N+](=O)[O-])c1C(=O)N1CCOCC1,-2,-4,-3,2,1,-2,1,5,4
CNC(=O)CS(=O)CC(=O)Nc1cc(OCCOC)c(Cl)cc1Cl (stereo not given),2,-1,4,30*,-2,0,4,3,1
COc1ccccc1C(=O)OCc1nc(N)nc(Nc2ccccc2C)n1,-6,-5,0,-2,-7,-10,0,-3,-1
Cn1c2c(c(=O)n(C)c1=O)CN(Cc1ccco1)CN2,5,-3,-9,4,-4,1,1,-1,9
CCn1cc([N+](=O)[O-])c(C(=O)N2N=C(c3ccccc3)CC2c2ccc([N+](=O)[O-])cc2)n1 (stereo not given),1,3,-4,-3,0,0,3,4,1
O=C(CNc1ccc(Cl)cc1)c1ccc(Br)cc1,3,0,1,5,7,-3,4,5,8
CC(C)(C)c1ccc(C(=O)NNc2ncccc2-n2cccc2)cc1,-2,2,-5,-1,1,4,8,6,-7
CCN1CCN(C(=O)c2cc3c(s2)-c2ccccc2S(=O)(=O)C3)CC1,-6,10,7,-11,-6,-10,6,2,-5
CCOC(=O)COc1ccc2nsnc2c1,1,-4,7,-2,6,5,3,0,6
Cc1ccn2c(=O)nc(SCC(=O)Nc3ccc4c(c3)OCO4)nc2c1,-1,3,15,6,1,-2,1,7,10
Cc1ccc2c(c1)C(SCC(=O)NCCc1ccccc1)CC1(CCCC1)O2 (stereo not given),-1,7,6,0,1,1,4,1,-9
Cn1cc(C(=O)Nc2ccc(F)c(F)c2)cn1,-1,10,3,2,3,-7,-1,4,2
Cc1c(C(=O)NCc2cccnc2)oc2c1C(=O)CC(C)(C)C2,0,-3,0,2,4,-2,1,13,10
N/C(=N\OCc1ccc([N+](=O)[O-])cc1)c1ccncc1,0,1,11,-3,-6,0,6,1,7
CS(=O)(=O)Cc1ccc(C(=O)N2CCN(C(=O)c3cccs3)CC2)cc1,x,-6,x,2,x,2,6,1,x
N#Cc1c(N(CCO)CCO)nc(N)c2c(N)nc3c(c12)CC(=O)N3Cc1cccs1,-5,12,7,26*,4,-7,8,12,-7
CCOc1ccc(CCNC(=O)Cn2c(=O)oc3ccccc32)cc1OCC,0,3,-3,-2,4,-5,3,-6,-4
COc1ccc(CN2CCN(C(=O)c3cccs3)CC2)c(OC)c1OC,1,4,4,3,2,-2,-1,5,7
C=CCN(C)NC(=O)Nc1ccccc1,3,-2,-1,2,6,-5,3,11,2
CCSc1nnc(NC(=O)CSc2sc3c(O)cc(=O)[nH]c3c2C#N)s1,-16,50*,21,39*,-13,-4,29*,17,-15
CCCCNC(=S)NCC(c1ccccc1)c1c[nH]c2ccccc12 (stereo not given),-5,7,-10,8,10,2,5,2,-1
Cc1ccc(S(=O)(=O)NCC2NCCc3ccccc32)cc1 (stereo not given),2,5,1,8,2,-1,-2,6,4
N#Cc1ncc(-c2ccc3c(c2)OCCOCCOCCOCCOCCO3)nc1C#N,-1,-4,0,-2,8,0,-2,-4,-2
NC(N)=N/N=C/c1ccc(OS(=O)(=O)c2ccccc2)cc1,1,6,2,-3,-2,3,-2,7,-3
CCCC(C(=O)NCCC(C)C)N(Cc1ccccc1Cl)C(=O)c1snc(C(N)=O)c1N (stereo not given),-1,-2,-2,-1,-4,7,3,1,-4
O=C(c1cn(Cc2ccccc2)nc1-c1ccccc1)N1CCN(c2ccccn2)CC1,0,16,x,8,1,1,1,1,2
N=c1c2c3c(sc2ncn1Cc1ccccc1)CCCC3,1,-2,3,0,8,0,4,-2,3

# Later entries
SMILES,LYPLA1 inh,PAFAH2 FP inh,GSTO1 counter,pPAFAH FP inh,PME-1 inh,PAD4 FP inh,PAFAH1B2 FP inh,PAFAH1B3 FP inh,LYPLA2 counter
CC(=O)Nc1ccc(N(C(=O)c2ccco2)C(C(=O)NC2CCCC2)c2ccncc2)cc1 (stereo not given),2,10,3,2,3,2,7,8,5
COc1nc(NCCc2ccc(OC)c(OC)c2)nc(Nc2ccccc2)n1,-2,1,-1,4,3,1,0,12,-7
Cc1ccc(C(=O)Nc2nn(C)c3cccc(F)c23)cc1,0,x,2,-1,6,4,x,x,0
CC(NC(=O)COc1ccccc1F)C1CC2CCC1C2 (stereo not given),-1,1,6,-2,0,2,8,10,-2
C#CCNC(=O)C1=C[C@H](c2ccc(C(F)(F)F)cc2)[C@@H](CCCO)[C@H](OCC)O1,0,-7,0,0,3,-3,-2,7,-7
Cc1ccccc1N(C)C(=O)C1CCCN(c2ncnc3c2nc2n3CCCCC2)C1 (stereo not given),-1,-5,-2,3,11,1,3,1,9

# Sorted by SMILES length (lowest first): part of the list above.
SMILES,LYPLA1 inh,PAFAH2 FP inh,GSTO1 counter,pPAFAH FP inh,PME-1 inh,PAD4 FP inh,PAFAH1B2 FP inh,PAFAH1B3 FP inh,LYPLA2 counter
CC(NC(=O)COc1ccccc1F)C1CC2CCC1C2 (stereo not given),-1,1,6,-2,0,2,8,10,-2
Cc1ccc(S(=O)(=O)NCC2NCCc3ccccc32)cc1 (stereo not given),2,5,1,8,2,-1,-2,6,4
CCCCNC(=S)NCC(c1ccccc1)c1c[nH]c2ccccc12 (stereo not given),-5,7,-10,8,10,2,5,2,-1
NC(N)=N/N=C/c1ccc(OS(=O)(=O)c2ccccc2)cc1,1,6,2,-3,-2,3,-2,7,-3
COc1nc(NCCc2ccc(OC)c(OC)c2)nc(Nc2ccccc2)n1,-2,1,-1,4,3,1,0,12,-7
N#Cc1ncc(-c2ccc3c(c2)OCCOCCOCCOCCOCCO3)nc1C#N,-1,-4,0,-2,8,0,-2,-4,-2
CCSc1nnc(NC(=O)CSc2sc3c(O)cc(=O)[nH]c3c2C#N)s1,-16,50*,21,39*,-13,-4,29*,17,-15
Cc1ccccc1N(C)C(=O)C1CCCN(c2ncnc3c2nc2n3CCCCC2)C1 (stereo not given),-1,-5,-2,3,11,1,3,1,9
O=C(c1cn(Cc2ccccc2)nc1-c1ccccc1)N1CCN(c2ccccn2)CC1,0,16,x,8,1,1,1,1,2
CC(=O)Nc1ccc(N(C(=O)c2ccco2)C(C(=O)NC2CCCC2)c2ccncc2)cc1 (stereo not given),2,10,3,2,3,2,7,8,5
C#CCNC(=O)C1=C[C@H](c2ccc(C(F)(F)F)cc2)[C@@H](CCCO)[C@H](OCC)O1,0,-7,0,0,3,-3,-2,7,-7
